Assay outcomes: PubChem, several laboratories
FXIIa inh 1536 = blocks human coagulation factor XIIa protease activity | P00748 | hit rate 0.3% among 220,000 | inhibition, % at 5 µM | purified FXIIa, Boc-QGR-AMC fluorogenic substrate, 2 h; in the data active = inhibition above about 40%;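 note: 0% = enzyme with no compound and 100% = blank without enzyme; many of its hits are not listed in these tables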
14-3-3 Bad inh = disrupts binding of bovine 14-3-3 zeta to phospho-Bad peptide. TR-FRET 14-3-3zeta/Dy647-pBad peptide displacement, 1 h. inhibition, % at 21.7 µM. hit rate 0.71% among 220,000;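 active = inhibition above about 70%, limit read from the data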;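 note: 0% = full 14-3-3 plus peptide FRET controls and 100% = background without 14-3-3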
FXIa inh 1536 = factor XIa (human) inhibition; P03951; inhibition, % at 5 µM; purified FXIa, Boc-Glu-Ala-Arg-AMC fluorogenic substrate; hit rate 0.14% among 220,000; AID 798;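 active = inhibition of at least 40%; inactive = inhibition below 40%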;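 note: fluorescence of freed AMC excited at 355 nm; 0% = enzyme without compound and 100% = no enzyme blank; many of its hits are not listed in these tables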
Rad51 HR inh = Rad51 (human) homologous recombination inhibition | Q06609 | hRad51 DNA strand exchange, fluorescence dequenching | inhibition, % at 10 µM | hit rate 0.085% among 200,000 | AID 1385;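 active = inhibition above 40% at the single screening dose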;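 note: 0% = DMSO control wells and 100% = blanks with heterologous ssDNA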
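material = hRad51 filaments on single-stranded DNA | reagent = Donor/quencher-labelled 47-bp dsDNA substrate | compound = 10 µM final, single point | schedule = strand-exchange reaction 15 min at room temperature | measured by = fluorescein emission 520 nm, excitation 485 nm | read-out basis = % inhibition versus plate control and blank means | benchmarks = plate controls and plate blanks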
Wee1 stabilizer = inhibitors of human Wee1 degradation | P30291 | HeLa Luc-Wee1K328M stability, luciferase luminescence; 100% = proteasome inhibitor MG132 effect | reporter increase, % at 5 µM | hit rate 1.2% among 220,000 | AID 1321;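 active = activation above the mean of all tested compounds plus 3 SD, set per screening run, cut at about 8.8% in these data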;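 note: cells exposed to compound for 20 h before luminescence read; 0% = DMSO alone and 100% = MG132 at 30 µM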
hK5 inh = blocks human kallikrein 5 protease activity; recombinant hK5, fluorogenic AMC substrate cleavage; inhibition, % at 5 µM; hit rate 0.59% among 210,000;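 active = inhibition of 40% or more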;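 note: 0% = enzyme controls without compound and 100% = no-enzyme blanks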
p97 inhibitor = blocks human p97 ATPase activity | recombinant p97 ATPase, Kinase-Glo ATP luminescence, 3 h | AID 1481 | inhibition, % at 8 µM | P55072 | hit rate 0.42% among 220,000; in the data active = inhibition above about 15%;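 note: 0% = DMSO vehicle and 100% = wells lacking enzyme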
MDM2 E3 inh = Mdm2 E3 ligase (human) inhibition; cell-based MDM2 ubiquitination luciferase reporter, 2 h; 0 = plate control, 100 = twice control, blank-subtracted; AID 1230; signal enhancement, % at 5 µM; Q00987; hit rate 0.11% among 210,000;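 active = signal enhancement of 30% or more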;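 note: luminescence tracks abundance of the self-degrading MDM2-luciferase fusion protein; higher signal means inhibition of MDM2 E3 ligase activity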
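Assay system: mammalian cells stably expressing self-ubiquitinating, self-degrading MDM2 E3–luciferase fusion. Quantity: 2000 cells in each well. Medium: DMEM culture medium. Compound dosing: single-point 5 µM. Timing: cell settling 4 h, compound treatment 2 h, both 37 °C. Technique: luciferase luminescence. Read-out basis: percent signal gain over controls, blank-subtracted. Benchmarks: plate controls and plate blanks.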
eIF4E 4G PPI = eIF4E/eIF4G interaction inhibition in translation initiation | hit rate 0.37% among 220,000 | AID 782 | P63073+Q04637 | TR-FRET eIF4E-eIF4GI(517-606) binding, 2 h | inhibition, % at 21.7 µM;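 active = inhibition above about 30%, limit read from the data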;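 note: 0% = full FRET control wells and 100% = background wells lacking eIF4GI fragment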
Target sequence (P63073 whole entry, looked up, the tested form may be a part): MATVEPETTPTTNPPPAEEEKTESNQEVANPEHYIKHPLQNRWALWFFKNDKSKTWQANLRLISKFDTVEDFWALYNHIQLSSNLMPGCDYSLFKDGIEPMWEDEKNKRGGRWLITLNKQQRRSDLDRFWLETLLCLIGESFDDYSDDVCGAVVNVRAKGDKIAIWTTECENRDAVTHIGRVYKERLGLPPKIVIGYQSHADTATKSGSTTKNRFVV
Target sequence (Q04637 whole entry, looked up, the tested form may be a part): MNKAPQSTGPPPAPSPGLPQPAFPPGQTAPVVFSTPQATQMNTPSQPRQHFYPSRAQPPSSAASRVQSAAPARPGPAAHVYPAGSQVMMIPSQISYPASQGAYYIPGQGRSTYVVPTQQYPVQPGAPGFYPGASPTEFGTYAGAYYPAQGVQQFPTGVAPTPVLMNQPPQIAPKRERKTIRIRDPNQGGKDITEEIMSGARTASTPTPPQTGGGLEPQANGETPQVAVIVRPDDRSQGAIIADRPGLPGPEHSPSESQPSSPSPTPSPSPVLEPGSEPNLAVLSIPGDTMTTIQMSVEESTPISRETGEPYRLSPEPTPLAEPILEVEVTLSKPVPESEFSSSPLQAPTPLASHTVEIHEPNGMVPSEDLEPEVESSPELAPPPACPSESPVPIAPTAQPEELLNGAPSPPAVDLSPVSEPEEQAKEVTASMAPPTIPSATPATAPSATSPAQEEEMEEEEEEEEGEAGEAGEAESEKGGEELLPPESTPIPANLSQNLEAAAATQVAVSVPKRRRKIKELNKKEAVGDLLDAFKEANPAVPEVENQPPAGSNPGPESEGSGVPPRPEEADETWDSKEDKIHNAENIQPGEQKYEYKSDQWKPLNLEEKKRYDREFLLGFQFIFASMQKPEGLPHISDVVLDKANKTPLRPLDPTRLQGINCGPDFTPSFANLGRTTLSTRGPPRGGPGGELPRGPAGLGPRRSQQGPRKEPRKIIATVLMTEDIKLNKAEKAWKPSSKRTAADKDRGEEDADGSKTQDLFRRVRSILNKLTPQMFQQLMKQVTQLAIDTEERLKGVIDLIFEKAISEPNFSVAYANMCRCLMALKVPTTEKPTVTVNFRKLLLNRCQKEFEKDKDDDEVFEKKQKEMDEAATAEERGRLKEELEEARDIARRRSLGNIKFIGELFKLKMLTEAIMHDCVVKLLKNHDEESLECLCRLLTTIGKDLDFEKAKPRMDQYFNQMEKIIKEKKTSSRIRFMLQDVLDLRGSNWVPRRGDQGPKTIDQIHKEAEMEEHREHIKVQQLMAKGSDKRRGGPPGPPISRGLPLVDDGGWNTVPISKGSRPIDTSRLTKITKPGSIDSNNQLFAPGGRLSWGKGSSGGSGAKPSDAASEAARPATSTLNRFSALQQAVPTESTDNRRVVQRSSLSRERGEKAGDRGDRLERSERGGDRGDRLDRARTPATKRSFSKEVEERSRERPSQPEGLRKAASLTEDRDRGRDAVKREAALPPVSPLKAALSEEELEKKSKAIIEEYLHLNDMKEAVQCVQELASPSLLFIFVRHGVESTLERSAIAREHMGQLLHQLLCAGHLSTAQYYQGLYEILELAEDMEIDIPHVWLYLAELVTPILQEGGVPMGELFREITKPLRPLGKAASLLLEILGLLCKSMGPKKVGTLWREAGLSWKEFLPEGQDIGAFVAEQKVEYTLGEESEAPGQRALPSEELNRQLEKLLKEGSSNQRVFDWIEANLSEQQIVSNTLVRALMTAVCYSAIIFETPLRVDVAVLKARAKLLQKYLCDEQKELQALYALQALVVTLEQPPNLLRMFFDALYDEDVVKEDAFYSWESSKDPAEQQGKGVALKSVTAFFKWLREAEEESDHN
An asterisk follows results filed as active; [ ] = remark or other dose.

A first look:
`Cn1c(=N)n(CC(O)c2cccc3ccccc23)c2ccccc21` (stereo not drawn) gave FXIIa inh 1536 5, 14-3-3 Bad inh 2, FXIa inh 1536 -7, Rad51 HR inh 22, Wee1 stabilizer -1, hK5 inh -5, p97 inhibitor 8, MDM2 E3 inh -11 and eIF4E 4G PPI -9.
`CC(=O)OCc1cc2cc(C)ccc2[nH]c1=O` gave FXIIa inh 1536 21, 14-3-3 Bad inh 6, FXIa inh 1536 5, Rad51 HR inh -7, Wee1 stabilizer 0, hK5 inh 5, p97 inhibitor -3, MDM2 E3 inh -13 and eIF4E 4G PPI 11.

Main list, repeating the preview:
`Cn1c(=N)n(CC(O)c2cccc3ccccc23)c2ccccc21` (stereo not drawn) gave FXIIa inh 1536 5, 14-3-3 Bad inh 2, FXIa inh 1536 -7, Rad51 HR inh 22, Wee1 stabilizer -1, hK5 inh -5, p97 inhibitor 8, MDM2 E3 inh -11 and eIF4E 4G PPI -9.
`CC(=O)OCc1cc2cc(C)ccc2[nH]c1=O` gave FXIIa inh 1536 21, 14-3-3 Bad inh 6, FXIa inh 1536 5, Rad51 HR inh -7, Wee1 stabilizer 0, hK5 inh 5, p97 inhibitor -3, MDM2 E3 inh -13 and eIF4E 4G PPI 11.
`COCCCNC(=O)CC(NS(=O)(=O)c1ccc(Cl)cc1)c1ccco1` (stereo not drawn) gave FXIIa inh 1536 15, 14-3-3 Bad inh 10[fluorescence artefact?], FXIa inh 1536 6, Rad51 HR inh 1, Wee1 stabilizer -1, hK5 inh 1, p97 inhibitor 4, MDM2 E3 inh -8 and eIF4E 4G PPI 0[fluorescence artefact?].
Oc1ccccc1/C=N/NC1=NCCCCC1 was read as FXIIa inh 1536 19, 14-3-3 Bad inh 46, FXIa inh 1536 1, Rad51 HR inh 6, Wee1 stabilizer 3, hK5 inh -5, p97 inhibitor 0, MDM2 E3 inh -14 and eIF4E 4G PPI 8.
Screening COc1ccccc1C1c2[nH]c3ccccc3c2CCN1Cc1ccc(NC(C)=O)s1 (stereo not drawn) returned FXIIa inh 1536 10, 14-3-3 Bad inh -2, FXIa inh 1536 -4, Rad51 HR inh 7, Wee1 stabilizer 0, hK5 inh 0, p97 inhibitor 0, MDM2 E3 inh -11 and eIF4E 4G PPI 89*.
Cc1ccc(Cn2c(SC(C)C(N)=O)nc3ccccc3c2=O)cc1 (stereo not drawn) was read as FXIIa inh 1536 4, 14-3-3 Bad inh 1, FXIa inh 1536 -8, Rad51 HR inh 5, Wee1 stabilizer 1, hK5 inh -3, p97 inhibitor 5, MDM2 E3 inh 4 and eIF4E 4G PPI 2.
`CCOC(=O)CC(NC(=O)C1c2ccccc2Oc2ccccc21)c1ccc(C)cc1` (stereo not drawn) gave FXIIa inh 1536 4, 14-3-3 Bad inh 0, FXIa inh 1536 -6, Rad51 HR inh 5, Wee1 stabilizer -3, hK5 inh -5, p97 inhibitor 1, MDM2 E3 inh -17 and eIF4E 4G PPI -2.
`Cc1nn(C)c(C)c1N1C(=O)c2cccc3c(N)ccc(c23)C1=O` gave FXIIa inh 1536 13, 14-3-3 Bad inh -3, FXIa inh 1536 6, Rad51 HR inh inactive, Wee1 stabilizer 0, hK5 inh -11, p97 inhibitor 3, MDM2 E3 inh -15 and eIF4E 4G PPI 0.
Cc1ccc(C)c(NS(=O)(=O)c2ccc(OCC(=O)NCc3cccnc3)cc2)c1 was read as FXIIa inh 1536 2, 14-3-3 Bad inh -1[fluorescence artefact?], FXIa inh 1536 -4, Rad51 HR inh -5, Wee1 stabilizer -3, hK5 inh -4, p97 inhibitor 0, MDM2 E3 inh -9 and eIF4E 4G PPI 3.
Screening C/C(=N/NC(=O)c1ccccc1)C1=C(O)CC(C)(C)CC1=O returned FXIIa inh 1536 26, 14-3-3 Bad inh -21, FXIa inh 1536 14, Rad51 HR inh 5, Wee1 stabilizer 1, hK5 inh 10, p97 inhibitor 3, MDM2 E3 inh 0 and eIF4E 4G PPI 4.
O=C(Nc1ccc(S(=O)(=O)Nc2ccc(F)cc2)cc1)c1ccc(CN2CCOCC2)cc1 was read as FXIIa inh 1536 12, 14-3-3 Bad inh -7, FXIa inh 1536 -4, Rad51 HR inh -3, Wee1 stabilizer 0, hK5 inh -5, p97 inhibitor 3, MDM2 E3 inh -30 and eIF4E 4G PPI 1.
For CCOC(=O)c1ccc(NC(=O)CN(c2ccc(C)cc2)S(=O)(=O)c2c(C)nn(C)c2C)cc1 the results were FXIIa inh 1536 16, 14-3-3 Bad inh 7, FXIa inh 1536 -14, Rad51 HR inh 5, Wee1 stabilizer -2, hK5 inh 6, p97 inhibitor 0, MDM2 E3 inh -6 and eIF4E 4G PPI -1.
`NC(=O)NOCc1cccc(Cl)c1` gave FXIIa inh 1536 4, 14-3-3 Bad inh -22, FXIa inh 1536 -3, Rad51 HR inh -6, Wee1 stabilizer 5, hK5 inh -10, p97 inhibitor 0, MDM2 E3 inh -2 and eIF4E 4G PPI -4.
For COc1ccc(C(=O)NCc2ccc3c(c2)cc(C)n3C)cc1 the results were FXIIa inh 1536 7, 14-3-3 Bad inh 1, FXIa inh 1536 4, Rad51 HR inh 2, Wee1 stabilizer 0, hK5 inh 0, p97 inhibitor 11, MDM2 E3 inh -21 and eIF4E 4G PPI 2.
`Cc1cc2cc(CNC(=O)c3ccc(C)c([N+](=O)[O-])c3)ccc2[nH]1` gave FXIIa inh 1536 10, 14-3-3 Bad inh -8, FXIa inh 1536 1, Wee1 stabilizer 1, hK5 inh 8, p97 inhibitor 4 and eIF4E 4G PPI -5.
O=C(O)CNC(=O)/C(=C\c1cccc([N+](=O)[O-])c1)NC(=O)c1ccco1 was read as FXIIa inh 1536 5, 14-3-3 Bad inh 1, FXIa inh 1536 1, Rad51 HR inh 1, Wee1 stabilizer -2, hK5 inh 5, p97 inhibitor 9 and eIF4E 4G PPI -11.
C=C(C)COc1ccc(-c2n[nH]c(C)c2-c2ccc(Br)cc2)c(O)c1 was read as FXIIa inh 1536 -8, 14-3-3 Bad inh 4, FXIa inh 1536 -7, Rad51 HR inh -12, Wee1 stabilizer 4, hK5 inh 0, p97 inhibitor 0, MDM2 E3 inh -9 and eIF4E 4G PPI -4.
Screening CC(C)CCn1nc(C(=O)Nc2nc3c(s2)CCCC3)c2ccccc2c1=O returned FXIIa inh 1536 15, 14-3-3 Bad inh 2, FXIa inh 1536 10, Rad51 HR inh -7, Wee1 stabilizer 1, hK5 inh -10, p97 inhibitor 1, MDM2 E3 inh 9 and eIF4E 4G PPI 2.
COc1ccc(/C=C/c2nc(-c3ccccc3O)n[nH]2)cc1OC was read as FXIIa inh 1536 10, 14-3-3 Bad inh 0, FXIa inh 1536 4, Rad51 HR inh -5, Wee1 stabilizer 4, hK5 inh -10, p97 inhibitor 4, MDM2 E3 inh -12 and eIF4E 4G PPI -2.
For COc1ccc2nc(/N=C(\N)NC(=O)Nc3ccccc3)nc(C)c2c1 the results were FXIIa inh 1536 7, 14-3-3 Bad inh -13[fluorescence artefact?], FXIa inh 1536 4, Rad51 HR inh 5, Wee1 stabilizer 0, hK5 inh -20, p97 inhibitor 6, MDM2 E3 inh -2 and eIF4E 4G PPI -2.
`CCOc1ccc(NC(=S)NC(=O)c2c(Cl)cnn2CC)c([N+](=O)[O-])c1` gave FXIIa inh 1536 4, 14-3-3 Bad inh 1[fluorescence artefact?], FXIa inh 1536 2, Rad51 HR inh 8, Wee1 stabilizer -1, hK5 inh -23, p97 inhibitor 1, MDM2 E3 inh 5 and eIF4E 4G PPI 12.
`Clc1ccc(CON/C=N/c2ncnc3sccc23)cc1` gave FXIIa inh 1536 13, 14-3-3 Bad inh -8[fluorescence artefact?], FXIa inh 1536 8, Rad51 HR inh -2, Wee1 stabilizer -2, hK5 inh 78*, p97 inhibitor 6, MDM2 E3 inh -13 and eIF4E 4G PPI 2.
CCNC(=S)N/N=C/c1cccc(/C=N/NC(=S)NCC)c1 was read as FXIIa inh 1536 -1, 14-3-3 Bad inh -11, FXIa inh 1536 1, Rad51 HR inh -1, Wee1 stabilizer 0, hK5 inh -12, p97 inhibitor -1, MDM2 E3 inh -20 and eIF4E 4G PPI -8.
O=C(CCN1CCc2ccccc2C1)Nc1ccc(F)cc1 was read as FXIIa inh 1536 23, 14-3-3 Bad inh -5, FXIa inh 1536 4, Rad51 HR inh -6, Wee1 stabilizer 0, hK5 inh -14, p97 inhibitor -5, MDM2 E3 inh 2 and eIF4E 4G PPI -2.
`Cc1cc(C)nc(CCNC(=O)c2cc(COc3ccc(F)cc3Cl)on2)n1` gave FXIIa inh 1536 5, 14-3-3 Bad inh -6, FXIa inh 1536 1, Rad51 HR inh -1, Wee1 stabilizer -1, hK5 inh -3, p97 inhibitor 3, MDM2 E3 inh 1 and eIF4E 4G PPI 2.
`Cc1ccccc1CSCC(=O)NC1CCCC1` gave FXIIa inh 1536 16, 14-3-3 Bad inh 5, FXIa inh 1536 -1, Rad51 HR inh 1, Wee1 stabilizer 0, hK5 inh 0, p97 inhibitor 4, MDM2 E3 inh -7 and eIF4E 4G PPI 3.
`COc1ccc(-c2noc(CCC(=O)N3CCN(Cc4ccccc4)CC3)n2)cc1` gave FXIIa inh 1536 15, 14-3-3 Bad inh -7, FXIa inh 1536 2, Rad51 HR inh -9, Wee1 stabilizer 2, hK5 inh 1, p97 inhibitor 4, MDM2 E3 inh -18 and eIF4E 4G PPI -4.
CCC(C)(C)c1ccc(OCCN2C(=O)NC(C)(C)C2=O)cc1 was read as FXIIa inh 1536 -10, 14-3-3 Bad inh -2, FXIa inh 1536 -8, Rad51 HR inh -3, Wee1 stabilizer -3, hK5 inh -8, p97 inhibitor -8, MDM2 E3 inh -5 and eIF4E 4G PPI 3.
For CC(=O)Nc1ccc(Nc2nc(C)c([N+](=O)[O-])c(N(C)c3ccccc3)n2)cc1 the results were FXIIa inh 1536 8, 14-3-3 Bad inh 3, FXIa inh 1536 3, Rad51 HR inh 11, Wee1 stabilizer -2, hK5 inh 3, p97 inhibitor 6, MDM2 E3 inh -27 and eIF4E 4G PPI 1.
O=c1[nH]c2c(c(=O)[nH]1)CCC2 was read as FXIIa inh 1536 4, 14-3-3 Bad inh 1, FXIa inh 1536 -1, Rad51 HR inh -6, Wee1 stabilizer 0, hK5 inh 0, p97 inhibitor 3, MDM2 E3 inh -4 and eIF4E 4G PPI 3.
CCOc1ccc(N2C(=O)CSC2c2ccncc2)cc1 (stereo not drawn) was read as FXIIa inh 1536 14, 14-3-3 Bad inh 12, FXIa inh 1536 -3, Rad51 HR inh -4, Wee1 stabilizer -3, hK5 inh 5, p97 inhibitor 3, MDM2 E3 inh 3 and eIF4E 4G PPI -4.
For CCc1cc(-c2n[nH]c(=S)n2CC)cs1 the results were FXIIa inh 1536 9, 14-3-3 Bad inh -4, FXIa inh 1536 8, Wee1 stabilizer 1, hK5 inh -7, p97 inhibitor 2, MDM2 E3 inh -4 and eIF4E 4G PPI 5.
For Cc1ccc(NC(=S)N2CCC(C(N)=O)(N3CCCCC3)CC2)c(C)c1 the results were FXIIa inh 1536 0, 14-3-3 Bad inh -4, FXIa inh 1536 -8, Rad51 HR inh 4, Wee1 stabilizer 0, hK5 inh -7, p97 inhibitor 1, MDM2 E3 inh 3 and eIF4E 4G PPI 3.
